From PubChem
GAA spleen mod: lysosomal alpha-glucosidase (human) modulation; Potency, µM (titrated, usually from 79.9 µM), inactives show top-dose activity change, negative = inhibition, most hits filed as inhibitors; 0.006% of 240,000 active; human spleen homogenate, 4-MU-alpha-glucoside fluorescence; AID 2112; P10253;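 also: 0% = enzyme with vehicle and -100% = no enzyme basal signal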
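Compounds were titrated against alpha-glucosidase in spleen homogenate at pH 5.0, with 1 mM 4-methylumbelliferyl substrate for 40 min at 37 C. Reactions were quenched with pH 10 NaOH/glycine and fluorescence measured.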
GoLoco inh red: inhibitors of human Gai1-RGS12 GoLoco interaction (red fluorophore); Potency, µM (titrated, usually from 61.6 µM), without a hit: top-dose activity, negative = inhibition, usual class: inhibitors; 0.44% of 230,000 active; Gai1:RGS12 GoLoco peptide FP, rhodamine, 10 min; AID 880; active = well fitted inhibition curve with a large enough effect, not every such curve was filed as active; inactive = no such curve, though single readings can be large or run the other way; also: % is scaled to controls: 0 for no effect and ±100 for the full control effect; nearly all actives have a fitted effect of over 30% in size; many of its hits are not listed in these tables
Target sequence (P63096 whole entry, looked up): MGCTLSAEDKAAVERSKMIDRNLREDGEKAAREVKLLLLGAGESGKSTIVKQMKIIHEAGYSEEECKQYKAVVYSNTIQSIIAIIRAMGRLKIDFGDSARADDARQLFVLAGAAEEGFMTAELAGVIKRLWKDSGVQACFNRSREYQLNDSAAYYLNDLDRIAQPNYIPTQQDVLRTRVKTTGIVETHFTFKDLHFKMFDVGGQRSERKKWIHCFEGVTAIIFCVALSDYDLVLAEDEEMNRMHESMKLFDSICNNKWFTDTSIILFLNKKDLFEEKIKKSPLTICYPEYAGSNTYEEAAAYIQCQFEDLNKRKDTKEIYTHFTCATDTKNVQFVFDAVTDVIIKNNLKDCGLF
GAA glycogen mod: alters human alpha-glucosidase cleavage of glycogen; P10253; recombinant GAA, glycogen substrate, Amplex Red glucose oxidase fluorescence; Potency, µM (top dose mostly 76.4 µM), inactives show at the top dose activity change, negative = inhibition, actives largely listed as inhibitors; 0.38% of 300,000 active;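 also: 0% = full enzyme reaction and -100% = no-enzyme basal signal; the screen sought inhibitors and activators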
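Natural-substrate format: glycogen cleavage by 4 nM human enzyme, glucose read by Amplex Red coupling (Ex 573, Em 610 nm). Normalized to enzyme and no-enzyme controls.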
KDM4E inh: blocks human JMJD2E demethylase activity; JMJD2E catalytic domain, FDH-coupled NADH fluorescence (FDH is formaldehyde dehydrogenase); Potency, µM (titrated, usually from 57.1 µM), inactives show top-dose activity change, negative = inhibition, actives largely listed as inhibitors; 1.6% of 230,000 active; active = well fitted inhibition curve with a large enough effect, not every such curve was filed as active; inconclusive = small, poorly fitted or top-dose-only effect, or another doubt; inactive = no such curve, though single readings can be large or run the other way;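 also: 0% = wells with enzyme and -100% = buffer wells without enzyme; nearly all actives have a fitted effect of over 50% in size; many of its hits are not listed in these tables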
aGal spleen mod: inhibitors or activators of human alpha-galactosidase in spleen homogenate; human spleen homogenate, 4MU-alpha-Gal fluorescence, 40 min; 0.008% of 240,000 active; P06280; Potency, µM (doses to about 80 µM), for inactives: at the top dose activity change, negative = inhibition, usual class: inhibitors;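 also: 0% = enzyme with vehicle and -100% = no enzyme basal signal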
Target sequence (P06280 32-429 limits assumed): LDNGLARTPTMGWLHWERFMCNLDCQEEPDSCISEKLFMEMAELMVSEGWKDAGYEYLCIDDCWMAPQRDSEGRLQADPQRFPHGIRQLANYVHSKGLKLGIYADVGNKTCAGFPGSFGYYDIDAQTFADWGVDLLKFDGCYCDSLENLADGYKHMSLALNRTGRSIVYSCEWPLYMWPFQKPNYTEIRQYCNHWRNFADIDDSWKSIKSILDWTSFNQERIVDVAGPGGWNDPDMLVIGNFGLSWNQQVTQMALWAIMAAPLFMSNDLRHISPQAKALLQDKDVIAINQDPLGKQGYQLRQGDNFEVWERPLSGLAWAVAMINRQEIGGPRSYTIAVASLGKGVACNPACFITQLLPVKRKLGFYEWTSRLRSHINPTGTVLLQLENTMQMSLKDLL
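Fluorogenic readout (Ex 365/Em 440 nm) of 4-methylumbelliferone released from 1 mM 4-MU-alpha-galactoside by spleen homogenate, 40 min at 37C, pH 5.0. Data normalized to no-enzyme and enzyme controls; Hill-equation AC50 from compound titrations.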
GAA inhib: alpha-glucosidase (human) inhibition. 0.005% of 200,000 active. P10253. purified human GAA, 4-MU-alpha-glucoside fluorescence. Potency, µM (highest dose often 76.9 µM), for the others: at the highest dose activity change, negative = inhibition, hits mostly inhibitors. AID 1466;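 also: plate controls were uninhibited enzyme wells for no effect and no-enzyme background for full effect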
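Endpoint fluorogenic read: 20 min room-temperature reaction of 4 nM human alpha-glucosidase with 400 uM 4-methylumbelliferyl-alpha-D-pyranoside, pH 5.0, quenched with 1M NaOH/1M glycine pH 10. AC50 from Hill modeling.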
SMN2 splice enh: SMN2 splice variant enhancement | HEK293 SMN2-luciferase splicing reporter, luminescence, 30-36 h | Potency, µM (series often up to 46.1 µM), for the others: at the top dose activity change, positive = activation, actives largely listed as activators | 2.8% of 210,000 active | AID 1458; also: % of control where 0% means no effect; nearly all actives have a fitted effect of over 55% in size
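HEK293 cells carry an SMN2 […]–luciferase reporter in which exon 7 inclusion puts luciferase in frame. Cells were plated 10-12 h before compound addition, then incubated 30-36 h at 37C. ONE-Glo luminescence was read; sodium butyrate at 4.5 mM final served as control.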
ALDH1A1 inh: inhibitors of human aldehyde dehydrogenase 1A1. Potency, µM (top dose mostly 75.3 µM), without a hit: top-dose activity, negative = inhibition, actives largely listed as inhibitors. 7.3% of 220,000 active. Purified ALDH1A1, NADH fluorescence, propionaldehyde substrate. AID 1030; active = well fitted inhibition curve with a large enough effect, not every such curve was filed as active; inconclusive = small, poorly fitted or top-dose-only effect, or another doubt; inactive = no such curve, though single readings can be large or run the other way;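 also: plate controls were no enzyme wells and a reference inhibitor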
An asterisk follows results filed as active; ? = inconclusive; . = not tested or not shown; [ ] = another dose, or the depositor's remark. Unless noted, calls follow the shape of the dose curve; as a rule, active = well fitted curve in the direction sought with a large enough effect; inconclusive = small, poorly fitted or top-dose-only effect, or another doubt; inactive = no such curve, though single readings can be large; an effect the other way counts as inactive or inconclusive. Potency is read from the fitted curve at half-maximal effect.

SMILES	GAA spleen mod	GoLoco inh red	GAA glycogen mod	KDM4E inh	aGal spleen mod	GAA inhib	SMN2 splice enh	ALDH1A1 inh
Cc1cc(N2CCN(c3ccccn3)CC2)n2c(nc3ccccc32)c1C#N	-2%	1%	1%	6%	-1%	2%	-13%	1%
O=C(Nc1ccccc1N1CCOCC1)c1ccc2c(c1)OCO2	2%	7%	-2%	2%	0%	-4%	-3%	-4%
Cc1noc(C)c1C(=O)NNc1cc(Cl)ccc1Cl	0%	357%[activator]	?	-3%	5%	.	.	.
Cc1ccccc1CN1CCN(S(C)(=O)=O)CC1	-1%	9%	0%	-7%	-7%	-5%	2%	0%
CCc1ccccc1NC(=O)c1cc(-c2cccc(O)c2)on1	2%	52%[activator]	6%	1%	1%	-5%[15.4 µM]	4%	?
Cc1cc(C)c2c(c1)[C@@H]1C=CC[C@@H]1[C@H](c1ccc(S(=O)(=O)N3CCOCC3)cc1)N2	3%	15%	-18%	?	1%	-4%	10%	25µM*
Cc1ccc(S(=O)(=O)Oc2ccc(C(c3c(C)[nH][nH]c3=O)c3c(C)[nH][nH]c3=O)cc2)cc1	0%	-9%	.	15%	5%	-8%	-6%	?
Cc1ccc(C(=O)N(CC(=O)NC2CCCC2)Cc2cccs2)s1	-5%	-15%	2%	7%	?	-1%	-9%	?
COc1cc2c(C(=O)c3ccccc3)c3c4c(cc(OC)c(OC)c4c2cc1OC)CCN3C	-9%	6%	.	?	-16%	.	.	?
CC(/C=N/NC(=O)c1cc(-c2ccc(C)s2)[nH]n1)=C\c1ccccc1	-9%	2%	13%	?	-8%	-4%	27%	14%
CCCn1c(SCC(=O)Nc2ccc(OCC)cc2)nnc1C(C)C	2%	-4%	2%	6%	-10%	-10%	-13%	-7%
CC(C)C(=O)c1cn(CC(=O)NCc2ccco2)c2ccccc12	1%	0%	-9%	-3%	-1%	-13%	?	0%
O=C(CNC(=S)N(Cc1ccccc1)Cc1cccnc1)NCCc1ccccc1	-3%	7%	10%	0%	-5%	-1%	6%	-9%
CSc1ccccc1NC(=O)COc1ccc(S(=O)(=O)N2CCCC2)cc1	-5%	4%	-3%	1%	0%	-6%	-28%	-8%
CCSc1nnc2c(n1)OC=Nc1ccc(Br)cc1-2	-7%	4%	4%	5%	4%	2%	-11%	-13%
Cc1nc(NC(C)C)c2oc3ccccc3c2n1	4%	4%	5%	-27%	7%	-8%	-16%	-2%
COc1ccc(C(=O)Oc2cccnc2)cc1	1%	-1%	-10%	10%	3%	-14%	1%	-5%
COc1cc(NC(=O)c2csc(-c3ccncc3)n2)cc(C(=O)Nc2cccc(C(F)(F)F)c2)c1	0%	8%	-10%	?	7%	.	.	.
CS(=O)(=O)N(CC(=O)NN=C1CCCCCC1)c1ccc(Oc2ccccc2)cc1	5%	6%	2%	38%[activator]	1%	-3%	.	?
CCc1cccc2c(-c3ccccc3)c3c(nc12)OCC3	10%	-1%	.	?	12%	.	-27%	?
Cc1cc(N2CCCCC2)c(F)cc1[N+](=O)[O-]	-3%	-1%	1%	8%	-11%	-1%	-2%	-9%
COC(=O)C(C)Sc1n[nH]c(=S)s1 (configuration not stated)	-9%	-10%	-7%	?	24%	-1%	0%	20µM*
COc1ccc2nc3ccccc3nc2c1NC(=O)c1ccc(Cl)cc1Cl	-6%	-12%	12%	-1%	-19%	-9%	5%	4%
O=c1c2cn[nH]c2nc(SCc2ccc3c(c2)OCCO3)n1-c1ccccc1	-1%	4%	-1%	4%	-3%	2%	5%	?
CCOc1ccc(OCCOCCNCCOC)cc1	0%	-14%	13%	?	-13%	-8%	21%	-11%
Nc1ccc2nc(NC(=O)C3CCCCC3)sc2c1	1%	12%	-8%	-4%	-3%	4%	14µM*	-7%
COc1ccc(C(=O)c2c(C)c3ccccc3n2CC(O)CNC(C)C)cc1 (configuration not stated)	-1%	13%	1%	5%	3%	0%	-10%	?
Cc1ccc(C2C(C#N)=C(N)SC(N)=C2C#N)c(C)c1	-1%	240%[activator]	-7%	4%	-1%	-5%	1%	?
NNC(=O)c1cc2c(s1)-c1cc(Cl)ccc1SC2	0%	6%	?	?	3%	.	.	.
CC(C)(C)OC(=O)N1CCCC1C(=O)NC(Cc1ccccc1)C(=O)O (configuration not stated)	-10%	-11%	-3%	?	11%	4%[15.4 µM]	8%	9%
CCN(CC)C(=O)C1CCCN(C/C(C)=C/c2ccccc2)C1 (configuration not stated)	-8%	1%	-5%	-14%	5%	-4%	4%	?
Cc1nnc(SCC(=O)Nc2cc(C(F)(F)F)ccc2N2CCOCC2)o1	-6%	-33%	-17%	-6%	-9%	1%	-8%	14%
FC(F)(F)c1nnc(N2CCN(c3ccc(Cl)cc3)CC2)s1	3%	-13%	16%	-2%	16%	.	.	.
CN(CC(=O)Nc1ccccc1Br)c1ncnc2sccc12	0%	-1%	3%	-2%	8%	-2%	.	4%
O=C(NNC(=S)NC1CC2C=CC1C2)c1ccncc1 (configuration not stated)	-1%	-8%	?	8%	3%	.	.	.
CCN(c1ccc(NC(=O)COC(=O)CCc2nc3ccccc3n2-c2ccccc2)cc1)C(C)C	-21%	-21%	8%	-28%	-9%	-15%	30%	?
Cc1nc2cc(NC(=O)N3CCN(c4ccccn4)CC3)ccc2o1	4%	3%	5%	?	-3%	0%	-11%	5%
COc1ccc(C(C(=O)NC2CCCC2)N(Cc2ccc(F)cc2)C(=O)c2ccn[nH]2)cc1OC (configuration not stated)	-13%	1%	-5%	-10%	-4%	6%	-3%	1%
CCN(CC)CCn1c(OC)cc(=O)[nH]c1=O	1%	4%	4%	-1%	1%	1%	12%	6%
COc1ccccc1C(CNC(=O)c1ccc(S(=O)(=O)NCc2ccco2)cc1)N(C)C (configuration not stated)	-4%	2%	19%	0%	-1%	-5%	-12%[1.84 µM]	9%
COc1ccccc1OCC(=O)N1CC2(C)CC1CC(C)(C)C2 (configuration not stated)	-5%	7%	-3%	-1%	0%	-5%	-6%	-4%
Fc1ccc(Br)cc1C1C=C(c2ccc(Br)cc2)Nc2ncnn21 (configuration not stated)	-13%	5%	6%	-4%	-7%	?	-31%[inhibitor]	11%
COc1ccc(/C=C/C(=O)OCC(=O)Nc2ccc(N3CCOCC3)cc2)cc1	-8%	1%	-2%	9%	-1%	-2%	4%	4%
COc1ccc(NC(=O)C(c2ccccc2)c2ccccc2)cn1	-3%	-8%	-10%	4%	-3%	0%	18%	?
NC(=O)C1(N2CCCCC2)CCN(C(=S)Nc2ccc(Cl)cc2)CC1	-15%	8%	6%	-5%	-2%	9%	-25%	-2%
COC(=O)C1=C(C)N(Cc2ccccc2)C(=O)N[C@H]1c1cccc(F)c1	12%[17.4 µM]	-5%[14.2 µM]	.	5%[11.4 µM]	4%[17.5 µM]	.	-13%[9.22 µM]	?
CCOc1ccc(C(C)C)cc1S(=O)(=O)n1ccnc1C	4%	12%	11%	0%	-3%	1%	13%	-5%
COc1cccc(NC(=O)/C=C/c2ccccc2[N+](=O)[O-])c1	-7%	1%	4%	2%	0%	-13%	3.2µM*	?

By substructure: those above containing an aryl methoxy group
SMILES	GAA spleen mod	GoLoco inh red	GAA glycogen mod	KDM4E inh	aGal spleen mod	GAA inhib	SMN2 splice enh	ALDH1A1 inh
COc1cc2c(C(=O)c3ccccc3)c3c4c(cc(OC)c(OC)c4c2cc1OC)CCN3C	-9%	6%	.	?	-16%	.	.	?
COc1ccc(C(=O)Oc2cccnc2)cc1	1%	-1%	-10%	10%	3%	-14%	1%	-5%
COc1cc(NC(=O)c2csc(-c3ccncc3)n2)cc(C(=O)Nc2cccc(C(F)(F)F)c2)c1	0%	8%	-10%	?	7%	.	.	.
COc1ccc2nc3ccccc3nc2c1NC(=O)c1ccc(Cl)cc1Cl	-6%	-12%	12%	-1%	-19%	-9%	5%	4%
COc1ccc(C(=O)c2c(C)c3ccccc3n2CC(O)CNC(C)C)cc1 (configuration not stated)	-1%	13%	1%	5%	3%	0%	-10%	?
COc1ccc(C(C(=O)NC2CCCC2)N(Cc2ccc(F)cc2)C(=O)c2ccn[nH]2)cc1OC (configuration not stated)	-13%	1%	-5%	-10%	-4%	6%	-3%	1%
CCN(CC)CCn1c(OC)cc(=O)[nH]c1=O	1%	4%	4%	-1%	1%	1%	12%	6%
COc1ccccc1C(CNC(=O)c1ccc(S(=O)(=O)NCc2ccco2)cc1)N(C)C (configuration not stated)	-4%	2%	19%	0%	-1%	-5%	-12%[1.84 µM]	9%
COc1ccccc1OCC(=O)N1CC2(C)CC1CC(C)(C)C2 (configuration not stated)	-5%	7%	-3%	-1%	0%	-5%	-6%	-4%
COc1ccc(/C=C/C(=O)OCC(=O)Nc2ccc(N3CCOCC3)cc2)cc1	-8%	1%	-2%	9%	-1%	-2%	4%	4%
COc1ccc(NC(=O)C(c2ccccc2)c2ccccc2)cn1	-3%	-8%	-10%	4%	-3%	0%	18%	?
COc1cccc(NC(=O)/C=C/c2ccccc2[N+](=O)[O-])c1	-7%	1%	4%	2%	0%	-13%	3.2µM*	?

Only part of the results is shown; count on the stated rates, not on these rows.
